Screens (PubChem)
cln2 rad14: NCI yeast anticancer drug screen, S. cerevisiae cln2 rad14 strain; % growth inhibition at 50 µM; AID 165; 78,000 compounds, 8.3% hits;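 further: 0% = growth of vehicle-only cultures of the same strain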
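Yeast carrying cln2 and rad14 alterations (cell cycle control and DNA damage repair) were exposed to compounds. Growth inhibition was measured against vehicle-treated controls.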
yeast mec2-1: NCI yeast anticancer drug screen, S. cerevisiae mec2-1 strain. 79,000 compounds, 9% hits. growth inhibition, % at 50 µM;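 further: 0% = growth of vehicle-only cultures of the same strain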
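Test agents were screened against the mec2-1 yeast strain, with defined DNA repair or cell cycle alteration. Growth was scored as inhibition against vehicle-only controls.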
bub3: NCI yeast anticancer drug screen, S. cerevisiae bub3 mutant strain; % growth inhibition at 50 µM; 78,000 compounds, 9.9% hits; AID 167;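 further: 0% = growth of vehicle-only cultures of the same strain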
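Mutant yeast screening strain plus compound; vehicle-treated cultures serve as the 0% inhibition reference.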
rad50: NCI yeast anticancer drug screen, S. cerevisiae rad50 strain; growth inhibition, % at 50 µM; 79,000 compounds, 10% hits;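 further: 0% = growth of vehicle-only cultures of the same strain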
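Growth of the mutant yeast was measured after compound exposure and referenced to vehicle-treated cultures.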
sgs1 mgt1: NCI yeast anticancer drug screen, S. cerevisiae sgs1 mgt1 strain. 78,000 compounds, 10% hits. growth inhibition, % at 50 µM;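 further: 0% = growth of vehicle-only cultures of the same strain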
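Growth of a repair-deficient yeast mutant was monitored after compound treatment and expressed as inhibition relative to vehicle-treated cultures.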
mlh1 rad18: NCI yeast anticancer drug screen, S. cerevisiae mlh1 rad18 strain. % growth inhibition at 50 µM. 79,000 compounds, 11% hits;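 further: 0% = growth of vehicle-only cultures of the same strain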
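Vehicle-treated cultures served as the reference for growth inhibition in a yeast strain carrying DNA damage repair alterations exposed to each compound.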
Starred values were filed as active, the others as inactive; & = joins results of further samples. No stated cut-off is given here; in the data, active means growth inhibition above about 70%; inactive means the rest.

SMILES	cln2 rad14	yeast mec2-1	bub3	rad50	sgs1 mgt1	mlh1 rad18
O=C1C=CSc2ccccc2N1	4	2	2	-2	-2	4
NC1CCc2ccccc21 (stereo not drawn)	-33	-2	14	14	-1	-2
CCCNC(C#N)c1ccc(C(C#N)NCCC)cc1 (stereo not drawn)	-6	-10	-24	-5	-13	-8
NC(=O)NCCCC(N)C(=O)O (stereo not drawn)	3&-2	-17&-16	-40&9	-24&8	-13&-6	-15&-10
CCCCCCCCCCCCCCCCCCCBr	-24	-4	4	-16	-20	-20
O=C(Nc1ccc(CSc2ccc(Cl)cc2)o1)N1CCOCC1	21	8	38	16	41	25
COc1cccc(NC(=S)NN(C)C)c1	5	-19	7	2	22	-17
CC(CO)CCC(C)(O)CO (stereo not drawn)	10	-26	-10	12	15	29
CC(=O)N1C(Nc2nccs2)CCN1c1ccccc1 (stereo not drawn)	3	-64	-7	-44	-21	-34
Nc1ncnc2c1[nH]c(=S)n2C1OC(CO)C(O)C1O (stereo not drawn)	-12	6	4	14	3	0
C/C(=C\c1ccccc1)c1ccccc1	-30	2	2	-48	-4	8
CC(=O)Oc1ccc(Nn2c3ccccc3c3ccccc32)c(C)c1	55	48	41	57	36	43
Cc1ccc2c(c1)C(=O)C1(C2)Cc2ccc(C)cc2C1=O	-3	-46	5	-53	4	-25
O=CNCC(O)c1ccc2c(c1)[nH]c1ccccc12 (stereo not drawn)	-10	-16	19	31	-1	47
C[C@@H](CO)NCc1ccccc1	12	-11	-8	13	22	21
Cc1cc(=O)c2ccccc2o1	0	-8	-19	-5	-1	-14
CCc1nc(N)nc(N)c1-c1ccc(NCCCN)c([N+](=O)[O-])c1	69	45	6	70	69	83*
CCN1CC=CCC1	-4	-14	3	20	11	11
Oc1ccc(-c2ccc(O)cc2O)c(O)c1	7	-21	0	-1	-2	14
NC(N)=NNc1ccc([N+](=O)[O-])cc1	-14	0	-16	-4	7	32
c1ccc(N=C(c2ccccc2)c2ccccc2)cc1	-7	-7	-8	9	-6	26
CC1C[N+]2(CNC(=O)c3ccccc3O)CC(C)O[B-]2(c2ccccc2)O1 (stereo not drawn)	15	-8	8	23	4	1
Oc1ccc(CC2CCC(O)CC2)cc1 (stereo not drawn)	45	29	47	50	23	24
CC(=O)NC1=NC(=O)/C(=C/Cc2cccs2)N1C	-6	16	-24	7	2	-25
COC(=O)CCCCn1ccc(=O)[nH]c1=O	-80	-7	11	4	-17	3

13 compounds from above, sorted by molecular weight, rising.
SMILES	cln2 rad14	yeast mec2-1	bub3	rad50	sgs1 mgt1	mlh1 rad18
Cc1cc(=O)c2ccccc2o1	0	-8	-19	-5	-1	-14
CC(CO)CCC(C)(O)CO (stereo not drawn)	10	-26	-10	12	15	29
C[C@@H](CO)NCc1ccccc1	12	-11	-8	13	22	21
O=C1C=CSc2ccccc2N1	4	2	2	-2	-2	4
C/C(=C\c1ccccc1)c1ccccc1	-30	2	2	-48	-4	8
Oc1ccc(-c2ccc(O)cc2O)c(O)c1	7	-21	0	-1	-2	14
COC(=O)CCCCn1ccc(=O)[nH]c1=O	-80	-7	11	4	-17	3
O=CNCC(O)c1ccc2c(c1)[nH]c1ccccc12 (stereo not drawn)	-10	-16	19	31	-1	47
CC(=O)NC1=NC(=O)/C(=C/Cc2cccs2)N1C	-6	16	-24	7	2	-25
Cc1ccc2c(c1)C(=O)C1(C2)Cc2ccc(C)cc2C1=O	-3	-46	5	-53	4	-25
Nc1ncnc2c1[nH]c(=S)n2C1OC(CO)C(O)C1O (stereo not drawn)	-12	6	4	14	3	0
CCc1nc(N)nc(N)c1-c1ccc(NCCCN)c([N+](=O)[O-])c1	69	45	6	70	69	83*
CC1C[N+]2(CNC(=O)c3ccccc3O)CC(C)O[B-]2(c2ccccc2)O1 (stereo not drawn)	15	-8	8	23	4	1

(listing goes on)
SMILES	cln2 rad14	yeast mec2-1	bub3	rad50	sgs1 mgt1	mlh1 rad18
O=C(O)NC(=O)c1cc([N+](=O)[O-])ccc1COC1CCCCO1 (stereo not drawn)	-12	-1	15	6	3	1
Cc1cccc(C)c1N=Nc1sc(N)nc1C	-30	11	-10	20	7	23
CC1OC(=O)c2ccccc2S1 (stereo not drawn)	-57	-13	-6	-18	-27	-7
CCOC1(OCC)CS(=O)(=O)C1c1ccc(C)cc1 (stereo not drawn)	-47	-9	1	3	-8	-9
O=C(CC1C(=O)Nc2ccccc2S1=O)Nc1ccc(Cl)cc1 (stereo not drawn)	18	38	48	42	60	56
CSc1ccc(/C=C2\CN(C)C/C(=C\c3ccc(SC)cc3)C2=O)cc1	68	70*	44	74*	92*	83*
CCN(CC)CCOC(=O)c1ccc(Cl)c(Cl)c1	-46	-6	-7	14	20	-9
CCOC(=O)c1c(C)c2c(n1C)CCCC2=O	-36	16	-11	2	-6	3
CS(=O)(=O)OCCCSCCSCCCOS(C)(=O)=O	-5	0	-11	-4	3	-10
CC(=O)OC(Cc1ccc2ccccc2n1)(C(F)(F)F)C(F)(F)F	6	-16	6	-18	-8	-24
C#CC(C)(C)Nc1c2ccccc2nc2ccccc12	94*	95*	98*	98*	99*	99*
OCCOSCCO	16	-14	-6	0	10	-14
O=C(O)c1nc2ccccc2nc1C(=O)O	-18	-8	-8	-28	-13	-4
O=C(/C=C/c1c[nH]c2ccccc12)c1cccc([N+](=O)[O-])c1	-3	-7	1	0	7	5
NC(=O)N(c1ccccc1)c1ccccn1	7	-1	-1	8	-8	-17
O=c1onc2c3ccccc3ncn12	-11	8	-9	15	-21	1
O=C(O)CSCC(=O)Nc1cc(C(F)(F)F)ccc1Cl	-23	-37	-11	-28	-26	-11
Cc1c(OC(C)C(=O)O)ccc2c(-c3ccccc3)cc(=O)oc12 (stereo not drawn)	27	13	6	3	24	38
Cc1cc(N=[N+]=[N-])c2cc(F)ccc2n1	-56	-27	2	-20	9	-2
O=C(NCCCCCCCCNC(=O)c1cc(-c2ccccc2)nc2ccccc12)c1cc(-c2ccccc2)nc2ccccc12	-10	-21	-22	-34	-49	-13
OCCCCN1CCCCC1	2	-2	-1	-1	-13	-5
CCOC(=O)c1c(N)sc2c1CCCCC2	28	45	50	47	52	61
CCOC(=O)c1c[nH]c2cc(Cl)cc(OC)c2c1=O	-33	-6	-7	-11	-1	-17
Cn1c(=O)c2[nH]c([N+](=O)[O-])nc2n(C)c1=O	14	-10	-20	23	0	26
COc1c2occc2c(OC)c2c(=O)c(S(=O)(=O)NC(=O)Nc3ccc(Cl)cc3)coc12	-56	-12	-20	6	4	2

Continued.
SMILES	cln2 rad14	yeast mec2-1	bub3	rad50	sgs1 mgt1	mlh1 rad18
O=c1[nH]cnc2nc(N3CCOCC3)sc12	-6	-5	-6	-16	-2	-5
Cc1cc(C)cc(/C(C#N)=C/c2ccc(N(C)C)cc2)c1	-9	-12	7	-6	3	18
CC(=Nc1cc(Cl)cc(Cl)c1)c1ccncc1	-5	-21	16	-25	-31	-50
CC(C)CCC(=S)N1CCN(c2ccccc2)CC1	-45	7	2	0	2	-17
Nc1ncnc2c1ncn2C1OC(CO)C(O)C1N (stereo not drawn)	-38&4	-24&12	-27&3	8&3	-12&2	5&-10
CCN(CC)CCOC(=O)c1ccc(N=Nc2cc(C)c(O)cc2C(C)C)cc1	26	14	33	37	46	32
CCCCCCCOCC(=O)OC	-21	-1	10	4	2	1
COc1cc(OC)c2[nH]c3c(c(=O)c2c1)C(=O)c1[nH]c2c(OC)cc(OC)cc2c(=O)c1C3=O	17	5	-4	27	13	20
CCOC(=O)CNC(=O)C(CCC(=O)NO)NC(=O)CCC(N)C(=O)O (stereo not drawn)	-18	-18	4	-27	-7	-40
CC(=O)NC1(C)CC[C@H]2CC1C(C)=NC2(C)C (stereo partly drawn)	3	-4	-8	-13	-7	-14
O=C(/C=C/CC(O)(c1ccccc1)c1ccccc1)Nc1ccccc1Cl	2	-26	10	-15	-5	-10
COc1ccc(/C=C/C(C)=N/NC(=S)NCC(C)C)cc1	18	45	89*	16	75*	52
COc1ccc(C(C)=O)cc1OC	-6&3	-3&-8	3&3	6&-1	-3&-1	2&-4
COc1ccc2cc(NC(=O)N/N=C\c3ccc(Cl)cc3)ccc2c1	4	9	27	33	27	30
Cc1ccccc1NC(=O)c1ccccc1Cl	-32	-19	-19	-19	-7	-26
O=C(c1ccccc1)c1ccccc1-c1nc2ccccc2c(=O)o1	30	-7	31	12	2	-1
COC(=O)C1CC2CC1C1C2SC(F)(F)C1(F)F (stereo not drawn)	8	-2	-5	0	6	17
NN=C(c1ccc([N+](=O)[O-])cc1)c1ccc([N+](=O)[O-])cc1	-10	1	27	-3	-26	-1
O=C(CSC1=NNC2(C(=O)N1)c1ccccc1-c1ccccc12)NC(=S)Nc1ccccc1	96*	97*	98*	96*	98*	97*
CCC(=O)C(CC)c1ccccc1OC (stereo not drawn)	16	-8	5	9	5	15
CC(NC(=O)C1CCCN1C(=O)OCc1ccccc1)C(=O)O (stereo not drawn)	2	31	-13	-8	-10	-20
CCCN(C)CC(=O)NC(Cc1ccccc1)c1ccccc1 (stereo not drawn)	7	-18	8	-4	19	12
COc1cc2c[n+](C)c3c4cc(OC)c(OC)cc4c(OCc4ccccc4)cc3c2cc1OC	89*	90*	88*	86*	88*	91*
CC1(C)CCOC(=O)C(Cl)CC1Cl (stereo not drawn)	34	12	10	5	11	18
O=c1oc(-c2ccccc2CCl)nc2ccccc12	15	-17	-14	1	16	-6

Continuation:
SMILES	cln2 rad14	yeast mec2-1	bub3	rad50	sgs1 mgt1	mlh1 rad18
CCOC(=O)/C(C#N)=C\c1ccc(N(CCC(=O)O)CCC(=O)O)c(I)c1	54	34	-13	-7	-5	-6
C=C1CCC2(C)CCC3(C)C(CCC4C5(C)CCC(OC(C)=O)C(C)(C)C5CCC43C)C2C1C (stereo not drawn)	1	-6	-5	-4	5	27
COP(=O)(OC)C(Cc1c[nH]c2ccccc12)NC(=O)OCc1ccccc1 (stereo not drawn)	0	17	-12	-24	-22	-24
O=C(Nc1ccc(S(=O)(=O)/N=c2\ncccn2C(=O)C(C(F)(F)F)C(F)(F)F)cc1)C(C(F)(F)F)C(F)(F)F	22	12	28	-5	-1	-27
Cc1ccc(Cl)cc1[N+](=O)[O-]	17	1	-7	-4	-12	-37
CCC12C=CCN(CCc3c([nH]c4ccccc34)/C=C\1)C2 (stereo not drawn)	-2	-9	7	-9	-7	-16
CC([C@H]1CC[C@H]2[C@@H]3CC=C4C[C@@H](O)CC[C@]4(C)[C@H]3CC[C@]12C)C(O)(c1ccccc1)c1ccccc1 (stereo partly drawn)	38	20	23	41	43	25
O=C1CCCN(c2ccccc2)N1	5	25	32	24	3	-4
Cc1ccc(S(=O)(=O)C(=S)N(C)N(C)C)cc1	-13	25	25	18	36	88*
COC(=O)Cc1cc(=O)n2c3ccccc3n(C)c2c1C#N	3	-29	-25	-43	-8	-28
Nc1ccc2ccccc2c1N=Nc1ccccc1	97*	99*	98*	98*	99*	98*
OC(c1ccccc1)c1ccc2c(c1)CCC2 (stereo not drawn)	-25	-9	-18	4	-6	5
N#C/C(=N\N=C(/C#N)c1ccc(Cl)cc1)c1ccc(Cl)cc1	-6	-2	-4	-6	-6	-5
COC(=O)CCc1nc2ccccc2c(=O)[nH]1	-36	1	-15	6	-6	-12
CCCCCCCCN(C)/N=N/c1nc[nH]c1C(N)=O	18	-5	18	21	15	24
N#C/C(=C/c1ccc[nH]1)C(=O)O	-1	-10	-5	-12	-7	-26
O=C(NC1C=Nc2ccc(Cl)cc2NC1=O)c1ccc2ccccc2c1 (stereo not drawn)	-9	25	9	16	16	12
c1cncc(C2N3CCCCC3[C@@H]3c4[nH]c5ccccc5c4CCN23)c1 (stereo partly drawn)	-8	-40	-15	-27	-23	-27
C=CCNC(=O)CS(=O)(=O)c1ccc(C)cc1	15	-10	3	0	0	11
CCc1cc(=O)c2ccccc2o1	-2	21	-1	-13	-22	-2
Cc1ccc(S(=O)(=O)N/N=C2/CC[C@H](C(C)(C)C)C[C@@H]2C)cc1	88*	90*	85*	86*	77*	76*
Cc1c(C)c2c(c(C)c1NC(=O)CI)CCC(C)(CCCC(C)CCCC(C)CCCC(C)C)O2 (stereo not drawn)	-4	-1	4	-1	-1	11
COC(=O)N1C=NC2C3(C)C(C)=C(C)C3(C)C21C (stereo not drawn)	-25	-4	0	0	-4	-7
Cc1ccc(C(=O)C(C(c2ccccc2)N2CCOCC2)N2CCOCC2)cc1 (stereo not drawn)	25	6	-13	3	20	5
CNC(=O)C(C)C1C(=O)/C(=C(O)/C=C\C(C)=C\C(C)C2OC3(C)OC(C=CC34CO4)C2C)C(=O)N1C1CCC(O)C(C)O1 (stereo not drawn)	1	2	3	8	-12	5
O=[N+]([O-])C1=CCCCC1O (stereo not drawn)	48	34	60	44	67	33
CN(N=O)c1ccc(/C=C/c2ccnc3ccccc23)cc1	20	43	37	96*	47	79*
CCCCNC(=S)NNC(=O)c1ccncc1	6	4	11	0	-1	3
